Screening results as filed in PubChem.
Dicer processing – blocks human Dicer maturation of pre-miR-21; Q9UPY3; actives 6% (n = 47,000); cat-ELCCA pre-miR-21 Dicer processing, chemiluminescence; active compounds read high; z-score at 25 µM; in the data active = z-score above about 3, passing the limit was not always enough;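 note: plate controls were vehicle for no effect and no enzyme for full effect; higher signal means more uncleaved substrate so more Dicer inhibition; strong numbers were not always called active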
Active calls of the source: *. The list is partial; count on the stated rates, not on these rows.

| SMILES | Dicer processing |
| --- | --- |
| COc1ccc(C2CC(=O)C3=C(C2)Nc2ccccc2NC3c2ccccc2)cc1 (configuration not stated) | 3.45* |
| CS/C(=C\C(=O)c1cccs1)NCc1ccccc1 | -1.42 |
| Cc1cc(Br)c(OCC(=O)NN)c2c1CCC2 | 0.59 |
| CCOC(=O)C(C(=O)OCC)c1ccc2cccc(O)c2n1 | -0.59 |
| COc1ccc(C2CC(=O)C3=C(C2)Nc2ccccc2NC3c2ccc(O)cc2)cc1OC (configuration not stated) | -0.66 |
| COc1ccc(NC(=O)N2c3ccc(OC)cc3C(C)=CC2(C)C)cc1 | 0.16 |
| CCCCOC(=O)C1=C(C)NC2=C(C(=O)CC(C)(C)C2)C1c1ccc(OCC)c(OC)c1 (configuration not stated) | -0.43 |
| Cc1ccc(C(C)C)cc1C(=O)CC1(O)C(=O)Nc2ccc(Cl)cc21 (configuration not stated) | -1.78 |
| O=c1[nH]c2ccccc2c(=O)n1CCSc1ccccc1 | -0.98 |
| Cc1ccccc1-c1noc(-c2ccccc2C)n1 | -2.39 |
| Cc1nnc(N2C(=O)C(O)=C(C(=O)c3ccco3)C2c2ccc(Cl)cc2)s1 (configuration not stated) | 4.21* |
| CCc1ccc(OCc2nnc(N)s2)cc1 | 0.79 |
| CCn1c(=O)c2c(nc3n2CC(C)CN3c2ccc(Br)cc2)n(C)c1=O (configuration not stated) | 0.55 |
| N#Cc1c(NC(=O)CSc2ccc(Cl)cc2)sc2c1CCC2 | 0.24 |
| COC(=O)C(O)(c1ccc(N(C)C(=O)Nc2cccc(Cl)c2)cc1)C(F)(F)F (configuration not stated) | 2.5 |
| CCOC(=O)c1sc(N2C(=O)C(=O)/C(=C(/O)c3ccc(F)cc3)C2c2ccc(C)cc2)nc1C (configuration not stated) | 0.4 |
| O=C(CC1(O)C(=O)Nc2ccccc21)CC1(O)C(=O)Nc2ccccc21 (configuration not stated) | -0.07 |
| O=S(=O)(CCN(CCS(=O)(=O)c1ccccc1)c1ncccn1)c1ccccc1 | -0.39 |
| Cc1ccc(S(=O)(=O)Oc2ccc(Oc3ccccc3)cc2)cc1 | -0.48 |
| COc1ccccc1NC(=S)NC(c1ccccc1)c1ccccc1 | 1.24 |
| COc1ccccc1Nc1nc(-c2c(-c3ccc(Cl)cc3Cl)noc2C)cs1 | -0.17 |
| Cc1ccc(OCC(O)CN2C(=O)NC(C)(C)C2=O)cc1C (configuration not stated) | 0.02 |
| CCSCCOC(=O)C1=C(C)NC2=C(C(=O)CC(C)(C)C2)C1c1ccc(OC)c(O)c1 (configuration not stated) | -0.21 |
| O=C1NC(c2ccccc2O)Nc2sc3c(c21)CCN(Cc1ccccc1)C3 (configuration not stated) | -0.65 |
| CCN(C)C(=O)Oc1cccc([C@H](C)N(C)C)c1 | -1.05 |
| O=C(O)/C=C/C(=O)Nc1ccc(-n2nccc2C(F)(F)F)cc1 | 0.23 |
| Cc1cc(NC(=O)C2Sc3nnc(C)n3NC2c2ccc(Cl)cc2)ccc1Br (configuration not stated) | 3.72* |
| CCCCC1(O)CCN(Cc2ccccc2)CC1 | -0.85 |
| O=c1ccc(-c2nc3ccccc3[nH]2)n[nH]1 | 2.35 |
| Cc1cc(NS(=O)(=O)c2ccc(NC(=O)c3ccc4nccnc4c3)cc2)no1 | 0.22 |
| CC(C)NC(=O)n1nccc1-c1cc(-c2ccccc2)no1 | -0.13 |
| O=C(Nc1ccccc1-c1nc(-c2ccc(Cl)cc2)no1)c1ccc(Cl)c(Cl)c1 | -1.58 |
| COC(=O)c1cnc(Sc2ccccc2NS(C)(=O)=O)c([N+](=O)[O-])c1 | -1.14 |
| COc1ccc(CSC2=NCN(C3CC(C)CC(C)(C)C3)CN2)cc1 (configuration not stated) | -0.41 |
| O=c1c(-c2ccccc2)c(C(F)(F)F)oc2c(CN3CCCC3)c(O)ccc12 | -0.02 |
| Cc1ccc(CSc2nnc(-c3cc(C)n(-c4ccc([N+](=O)[O-])cc4)n3)n2C)cc1 | -1.11 |
| COC(=O)c1c(-c2c(Cl)cccc2Cl)noc1C(=O)N/N=C/c1ccccn1 | 0.47 |
| CCOc1cc(C2C(C(=O)OC)=C(C)NC3=C2C(=O)c2ccccc23)cc(Br)c1OCC (configuration not stated) | 0.44 |
| Cc1ccc(C2CC(=O)c3c(S(C)=O)sc(C#N)c3C2)cc1 (configuration not stated) | 3.65* |
| O=C(Nc1ccc(S(=O)(=O)Nc2ncccn2)cc1)c1sc2ccccc2c1Cl | 0.24 |
| Cc1ccc(-n2ncc3c2ncn2c(COc4ccccc4C)nnc32)cc1 | 0.39 |
| O=C(CC1SCCNC1=O)Nc1ccc(Cl)cc1 (configuration not stated) | -1.45 |
| O=C(CS(=O)(=O)c1ccc(C(F)(F)F)cn1)NNC(=O)NC(=O)c1ccccc1Cl | 1.33 |
| COc1ccc(C(=O)CSc2ncnc3sc4c(c23)CCCC4)cc1 | -1.09 |
| O=C(CSc1nc2ccccc2[nH]1)N1CCc2ccccc21 | 3.06* |
| COc1cc(C(=O)NC2CCCCC2)cc(OC)c1OC | -2.52 |
| CC1(C)CCC(C)(C)NC(SCc2cccc(C(F)(F)F)c2)=N1 | -0.21 |
| CCN(CC)S(=O)(=O)c1cc2c(c([N+](=O)[O-])c1)-c1c(cc(S(=O)(=O)N(CC)CC)cc1[N+](=O)[O-])C2=O | 0.43 |
| O=S(=O)(Cc1ccc(Cl)c(Cl)c1)Cc1ccc(Cl)c(Cl)c1 | 1.38 |
| COc1ccc(C2Nc3cc(C)ccc3O2)cc1OC (configuration not stated) | 1.14 |

Reprinted from the part before: 2 compounds, followed by the next part.
| SMILES | Dicer processing |
| --- | --- |
| O=S(=O)(Cc1ccc(Cl)c(Cl)c1)Cc1ccc(Cl)c(Cl)c1 | 1.38 |
| COc1ccc(C2Nc3cc(C)ccc3O2)cc1OC (configuration not stated) | 1.14 |
| COc1ccc(C(=O)COC(=O)c2ccc3c(c2)OCCO3)cc1 | -0.36 |
| Cn1cc(Br)c(NC(=O)CSc2cc(C(F)(F)F)cc(C(F)(F)F)c2)n1 | -5.16 |
| COc1ccc(C(=O)ON=C2CSC(C)SC2)cc1 (configuration not stated) | -0.62 |
| COc1ccc(-c2nnc3c4ccccc4c(C)nn23)cc1S(=O)(=O)NC1CCCCC1 | 2.52 |
| CC(C)n1c(Sc2ncc([N+](=O)[O-])s2)nc2ccccc21 | 0.96 |
| CC1(C)Cc2c(sc3nc(-c4ccccc4)[nH]c(=O)c23)CO1 | 1.74 |
| O=C(O)C1CCCN1S(=O)(=O)c1ccc(Cl)cc1 (configuration not stated) | -1.09 |
| Cc1ccc(-c2noc(CN(C)S(=O)(=O)c3ccc(C)cc3)n2)cc1 | 0.71 |
| N/C(=N\OC(=O)C1CCCS1)c1ccc(C(F)(F)F)cc1 (configuration not stated) | 0.19 |
| CCN(C(C)=O)c1nc2c3ccccc3n(C(C)=O)c2s1 | 0.55 |
| Cc1nc(-c2cc(Cl)cc(Cl)c2)[nH]c(=O)c1Oc1ccc(Cl)cc1 | -0.5 |
| Cc1c2c(=O)n(-c3ccccc3)[nH]c2cc(=O)n1Cc1cccs1 | -1.83 |
| Cc1cc(Nc2ccccc2C)c2cccc(C)c2n1 | -1.15 |
| Cc1cc(C)nc(SCC(=O)c2ccccc2)n1 | -0.31 |
| Cc1cc(NC(=S)NC(C)(C)C)ccc1Br | -0.67 |
| COc1ccc(-c2nc3c4ccccc4ccn3c2CN2CCOCC2)cc1OC | -0.24 |
| CCCCNS(=O)(=O)c1cc2c(c([N+](=O)[O-])c1)-c1c(cc(S(=O)(=O)NCCCC)cc1[N+](=O)[O-])C2=O | 1.46 |
| COc1ccc(OCC(=O)N2CCN(C(=O)c3ccco3)CC2)cc1 | 0.93 |
| CCOC(=O)c1c(C)csc1NC(=O)C(Cl)(Cl)Cl | -1.33 |
| CCOC(=O)C1CCN(c2ncnc3cc(OC)c(OC)cc23)CC1 | 0.79 |
| C=CCN1CCc2c(cc(O)c(O)c2Br)[C@@H](c2ccccc2)C1 | -3.74 |
| CNc1[nH]c(=S)nc2sc3c(c12)CCCC3 | -0.38 |
| O=C(OCCSc1cnc2ccccc2n1)c1cc(Cl)cc(Cl)c1 | 0.56 |
| COc1cc(C2/C(=C(/O)c3ccc(C)cc3)C(=O)C(=O)N2CC(C)O)ccc1O (configuration not stated) | -1.16 |
| Cc1[nH]c2ccc(Cl)cc2c(=O)c1CN1CCCC(C)C1 (configuration not stated) | 2.17 |
| Cc1ccc(CSc2nnc3c(n2)OC=Nc2ccccc2-3)cc1 | 2.46 |
| COc1ccc(NC(=O)c2cc(C(F)(F)F)cc(C(F)(F)F)c2)cn1 | 0.19 |
| O=C1CC(Cc2ccc(Cl)cc2)C(=O)N1c1ccccc1 (configuration not stated) | 0.01 |
| Cn1c(=O)c2c(nc(NCC(O)c3ccccc3)n2C)n(C)c1=O (configuration not stated) | 0.2 |
| O=C1N2CN(Cc3ccccc3)CN=C2SC1(CO)CO | -0.3 |
| N#C/C(=N/O)S(=O)(=O)c1ccccn1 | -0.22 |
| CCOC(=O)C1(C(=O)OCC)CCC(=NO)CC1 | 0.6 |
| O=C1C2ON(c3ccccc3)C(c3ccc(F)cc3)C2C(=O)N1Cc1ccccc1 (configuration not stated) | 0.11 |
| Cc1ccccc1OCCCCn1c(CCCO)nc2ccccc21 | 0.64 |
| Cc1cc(C)n2nc(SCC(=O)Nc3ccc(Cl)cc3)nc2n1 | -0.13 |
| O=C1COc2ccc(C3=Nc4ccccc4SC(c4ccccc4)C3)cc2N1 (configuration not stated) | -3.69 |
| COc1ccc(C(O)c2nccn2C)cc1OC (configuration not stated) | 3.51* |
| CC1=C(C#N)C(c2ccccc2OCc2ccccc2)C2=C(CCCC2=O)N1 (configuration not stated) | -0.54 |
| CCOC(=O)C1=C(C)NC(C)=C(C(=O)OCC)C1c1ccc(-c2cc(C(F)(F)F)cc(C(F)(F)F)c2)o1 | -0.48 |
| CCOC(=O)c1c(C)n(C)c2ccc(OCC(O)CN3CCOCC3)cc12 (configuration not stated) | 1.89 |
| CCOC(=O)CCC(C#N)(c1ccc(Cl)cc1)N1CCOCC1 (configuration not stated) | -0.45 |
| CC(=O)c1ccc(C#Cc2ccccc2)s1 | -0.59 |
| Nc1ccc2nc(-c3cccc(-c4nc5ccc(N)cc5s4)c3)sc2c1 | -0.65 |
| Cn1nccc1NC(=O)c1cc(Cl)cc(Cl)c1 | -1.17 |
| O=C(NCc1csc(-c2cccs2)n1)Nc1cc(F)cc2c1OCOC2 | 0.2 |
| O=c1oc(-c2ccc(Cl)cc2)nnc1-c1ccccc1 | -0.07 |
| COC(=O)C(O)(NC(=O)c1ccccc1C)C(F)(F)F (configuration not stated) | 0.9 |
| CSc1nc(C)nc(N/C=C(\C#N)S(=O)(=O)c2ccccc2Cl)n1 | -0.43 |
| NC(=O)c1nnn(-c2cccc(C(F)(F)F)c2)c1-c1ccccc1 | -0.14 |
| CCCc1[nH]nc2c1C(c1ccc(O)c(OC)c1)C(C#N)=C(N)O2 (configuration not stated) | -3.81 |

Next section:
| SMILES | Dicer processing |
| --- | --- |
| CN(C)CCNC(=O)c1ccccn1 | -0.69 |
| COC(=O)C1=C(C)NC2=C(C(=O)CCC2)C1c1cc2c(cc1Br)OCO2 (configuration not stated) | -0.89 |
| Cc1cc(C=Cc2ccc3cc(N(C)C)ccc3[n+]2C)c(C)n1-c1ccccc1 | 42.7 |
| Cc1cnc(NC(=O)Nc2ccccc2)c(C)n1 | 0.34 |
| O=C(c1nn2c(c1Cl)NC(c1ccco1)CC2C(F)(F)F)N1CCCC1 (configuration not stated) | 2.42 |
| O=C(O)CCCC(=O)N1N=C(c2ccc(Br)cc2)CC1c1ccc(Cl)cc1 (configuration not stated) | -0.49 |
| N#C/C(=C\N1CCc2ccccc21)S(=O)(=O)Cc1ccco1 | 0.26 |
| COc1ccc(S(=O)(=O)n2ccnc2)c(C)c1C | 0.98 |
| CN1CCN(c2oc(-c3ccc(F)cc3)nc2C#N)CC1 | 0.07 |
| CCOC(=O)NC(NCc1ccccc1)(C(=O)OCC)C(F)(F)F (configuration not stated) | -0.48 |
| CCOC(=O)c1cnc(Nc2nc(C)c3ccc(C)cc3n2)nc1C | 1.66 |
| C[C@]12CCC(=O)C=C1CC[C@@H]1[C@@H]2[C@@H](O)C[C@@]2(C)[C@H]1CC[C@]2(O)C(=O)CO | 0.27 |
| CCOC(=O)N/N=C(\C)c1ccc(C)cc1 | 1.23 |
| Nc1nc(-c2cccnc2)nn1C(=O)c1ccccc1 | -1.09 |
| Fc1ccc(C2NC(=S)NC3=C2CCc2ccccc23)cc1 (configuration not stated) | -1.92 |
| CCOc1ccc(C2c3c(oc4ccc(F)cc4c3=O)C(=O)N2CC2CCCO2)cc1 (configuration not stated) | -0.96 |
| CCCOC(=O)CN1C(=O)C2C3c4ccccc4C(c4ccccc43)C2C1=O (configuration not stated) | -0.55 |
| NC(=S)c1cnn2c(-c3cccc(C(F)(F)F)c3)ccnc12 | -4.68 |
| CC(SCSC(C)C(=O)O)C(=O)O (configuration not stated) | 0.81 |
| COc1c(Cl)cc(Cl)c(OC)c1C(=O)NC(=O)Nc1c(C)cc(Br)cc1C | -1.93 |
| O=C(O)c1c[nH]c2c(ccc3ccccc32)c1=O | -0.07 |
| COc1ccc(CCNC(=S)NC(=O)c2ccccc2)cc1OC | 0.83 |
| Cc1csc2c(=O)nc3c(C#N)n[nH]n3c12 | -0.08 |
| Cc1nsc(-c2ccc(Cl)cc2)n1 | -0.04 |
| O/N=C1/c2ccccc2-c2ccc(I)cc21 | 4.76 |
| CC(C)=CC(=O)Nc1nnc(Sc2ccnc3cc(Cl)ccc23)s1 | 0.3 |
| Cc1[nH]n(-c2ccccc2)c(=S)c1C=Nc1cccc(Br)c1 | -5.84 |
| CCSc1ncnc2sc3c(c12)CCCC3 | 0.4 |

Entries above that have a furan ring, fused or not:
| SMILES | Dicer processing |
| --- | --- |
| Cc1nnc(N2C(=O)C(O)=C(C(=O)c3ccco3)C2c2ccc(Cl)cc2)s1 (configuration not stated) | 4.21* |
| COc1ccc(OCC(=O)N2CCN(C(=O)c3ccco3)CC2)cc1 | 0.93 |
| CCOC(=O)C1=C(C)NC(C)=C(C(=O)OCC)C1c1ccc(-c2cc(C(F)(F)F)cc(C(F)(F)F)c2)o1 | -0.48 |
| O=C(c1nn2c(c1Cl)NC(c1ccco1)CC2C(F)(F)F)N1CCCC1 (configuration not stated) | 2.42 |
| N#C/C(=C\N1CCc2ccccc21)S(=O)(=O)Cc1ccco1 | 0.26 |
